# High-throughput results deposited in PubChem BioAssay by several laboratories.
# HSP90 refold inh – HSP90 inhibitors, primary screen, cell lysate, luminescence. AID 1789, 2009. Rabbit reticulocyte lysate, luciferase refolding luminescence, 3 h. 290,000 tested, 0.91% active. inhibition, % at 5.6 µM;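 active = inhibition above the screen-wide mean plus 3 SD, computed separately per campaign, cut at about 16% in these data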;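 note: 0% = DMSO wells and 100% = 60 µM geldanamycin wells; inhibitors lower the luminescence because luciferase stays unfolded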
# GSK3beta inhib – human GSK3beta kinase inhibitors, primary screen, biochemical, cell-free homogeneous, HTS. Glycogen synthase kinase-3 beta (Homo sapiens), P49841. GST-GSK3beta kinase, ADP-Glo luminescence, 60 min; hits give low values. 300,000 tested, 0.038% active. AID 2097, 2009. activity score (negative = inhibition), % at 10 µM;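 active = more than half of replicate wells score below -50%, meaning over 50% inhibition versus plate controls; inconclusive = some replicates but at most half score below -50%; inactive = no replicate scores below -50%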;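 note: 0% = median DMSO wells and -100% = median GW8510 positive control wells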
# Target sequence (P49841 whole entry, looked up): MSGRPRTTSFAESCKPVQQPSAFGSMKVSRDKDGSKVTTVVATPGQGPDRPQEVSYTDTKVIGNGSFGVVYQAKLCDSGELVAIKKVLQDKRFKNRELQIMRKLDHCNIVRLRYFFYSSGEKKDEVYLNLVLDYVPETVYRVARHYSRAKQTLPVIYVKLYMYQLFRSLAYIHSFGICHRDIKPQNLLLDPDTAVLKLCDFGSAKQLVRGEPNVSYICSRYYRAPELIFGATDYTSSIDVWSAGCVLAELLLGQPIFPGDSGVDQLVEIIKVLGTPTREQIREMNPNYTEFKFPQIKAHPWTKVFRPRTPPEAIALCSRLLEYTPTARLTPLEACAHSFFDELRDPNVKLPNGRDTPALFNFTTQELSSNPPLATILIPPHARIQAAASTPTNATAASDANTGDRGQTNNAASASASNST
#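 Assay system: GST-fused GSK3beta enzyme, cell-free / Medium: Tris pH 7.5 buffer with MgCl2, DTT, BSA, heparin / Also added: peptide substrate plus 25 µM ATP (final) / Compound: 10 µM single point / Timing: kinase reaction with compound 60 min at room temperature / Detection: ADP-Glo luminescence / Benchmarks: DMSO neutral wells and GW8510 at 20 µM as positive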
# HSF-1 act – HSF-1 activators, primary screen, NIH3T3-HGL cells, MG132 stress, luminescence, single point. activation, % at 9 µM. 300,000 tested, 1.7% active. NIH3T3-HGL HSF-1 luciferase reporter, 8 h; 100% = twice DMSO control signal;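 active = mean replicate activation of at least 50% with a set share of replicates each reaching 50%; inconclusive = only one of those two conditions met; inactive = mean below 50% and too few replicates reaching it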;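 note: 0% = median of the neutral control wells and 100% = twice that signal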
# aSyn 5UTR inh – MLPCN primary screen, SNCA 5' untranslated region. alpha-synuclein 5'UTR reporter, inhibitor activity. inhibition, % (tested at 7.5 µM). 300,000 tested, 0.82% active. AID 1813, 2009; in the data active = inhibition above about 60%; inconclusive = no clear call, values can overlap the other calls;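 note: H4 neuroglioblastoma cells stably carrying SNCA 5'UTR luciferase fusion; 0% = DMSO wells and 100% = positive control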
# KLF5 inh – KLF5 expression inhibitors, primary screen, DLD-1 cells, luminescence | AID 1700, 2009 | DLD-1 KLF5 promoter-luciferase reporter | inhibition, % at 5 µM | 290,000 tested, 0.23% active;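 active = inhibition above a per-plate limit of that plate's mean compound inhibition plus 3 SD, cut at about 60% in these data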;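 note: 0% = DMSO wells and 100% = LY294002 at 200 µM; higher means less KLF5 promoter-driven luciferase light; inactives centre near -14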
# IEC-6 tox – cytotoxicity in IEC-6 intestinal epithelial cells, primary screen, cytotoxicity control for KLF5 inhibitor project, cell-based, luminescence | IEC-6 cytotoxicity, luminescence viability | inhibition, % at 5 µM | 290,000 tested, 0.78% active; in the data active = inhibition above about 22%;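 note: 0% = plate median of test compound wells and 100% = cytotoxic reference compound wells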
# HSF1 inh – HSF1 inhibitors in luciferase reporter cells, primary screen, cell-based, NIH3T3, luminescence; NIH3T3-HGL HSE-luciferase, MG132-induced, luminescence 8 h; hits give low values; activity change, negative = inhibition, % at 7.5 µM (by protocol); 300,000 tested, 0.77% active;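 active = more than half of replicate wells show activity change below -50%, luminescence cut by over half; inconclusive = some wells, but at most half, below -50%; inactive = no replicate well below -50%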;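 note: luciferase reports HSF-1 transcriptional activity via heat shock element; 0% = median of DMSO wells and -100% = zero luminescence signal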
# Platelet DG rel – inhibitors of platelet dense granule secretion, primary screen, cell-based, MLPCN, human platelets; human platelet-rich plasma, SFLLRN dense granule ATP release, luminescence; inhibition, %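 (compounds screened at 7.5 µM in platelet-rich plasma)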; 300,000 tested, 0.22% active; AID 1663, 2009;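 active = mean replicate score, as percent of positive control, at or above 50; inconclusive = mean below 50 but at least one replicate at or above 50; inactive = mean and every replicate below 50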
# GSK3A inh – blockers of GSK3A enzyme activity – biochemical, luminescence, cell-free homogeneous, HTS, primary screen | inhibition, % at 10 µM | GSK-3 alpha kinase, ADP-Glo luminescence, 60 min | 320,000 tested, 0.1% active | Glycogen synthase kinase-3 alpha (Homo sapiens), P49840;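 in the data active = inhibition above about 50%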;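 note: GST-tagged GSK-3 alpha with peptide substrate and 25 µM ATP; 0% = DMSO neutral wells and 100% = GW8510 positive control wells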
# Target sequence (P49840 whole entry, looked up): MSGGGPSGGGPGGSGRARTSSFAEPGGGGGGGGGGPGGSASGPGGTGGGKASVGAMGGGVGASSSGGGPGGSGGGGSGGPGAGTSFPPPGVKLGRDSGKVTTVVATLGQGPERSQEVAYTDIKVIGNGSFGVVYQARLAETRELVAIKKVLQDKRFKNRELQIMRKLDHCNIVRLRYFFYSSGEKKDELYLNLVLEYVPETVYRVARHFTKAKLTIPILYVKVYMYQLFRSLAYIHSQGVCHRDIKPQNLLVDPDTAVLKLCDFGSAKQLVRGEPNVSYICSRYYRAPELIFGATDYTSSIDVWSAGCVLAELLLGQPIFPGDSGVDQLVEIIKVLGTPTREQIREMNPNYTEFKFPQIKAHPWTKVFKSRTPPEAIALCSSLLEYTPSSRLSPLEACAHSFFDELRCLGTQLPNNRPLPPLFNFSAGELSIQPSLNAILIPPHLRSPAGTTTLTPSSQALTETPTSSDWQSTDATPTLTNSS
# Dyrk1A ADPGlo – rat Dyrk1A kinase inhibitors, primary screen, biochemical, single point, plate reader; ADP-Glo luminescence, NFATc1 peptide; inhibition, % at 12.5 µM; 310,000 tested, 0.43% active; in the data active = inhibition above about 50%;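 note: plate controls were vehicle with enzyme for no effect and no enzyme for full effect; many of its hits are not listed in these tables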
# An asterisk follows results filed as active; u = inconclusive; x = no result given.
SMILES,HSP90 refold inh,GSK3beta inhib,HSF-1 act,aSyn 5UTR inh,KLF5 inh,IEC-6 tox,HSF1 inh,Platelet DG rel,GSK3A inh,Dyrk1A ADPGlo
COC(=O)N1C(=O)[C@@](c2ccccc2)(C2CCCC2)N1C(=O)OC,3,-3,u,1,0,8,38,-1,-1,12
CCOC(=O)N1CCC(N2Cc3cccc(C(=O)Nc4cccc(F)c4)c3C2=O)CC1,6,8,17,34,-7,1,0,-7,10,0
O=[N+]([O-])c1nn(-c2ccccc2)n(O)c1=NC1CCN(Cc2ccccc2)CC1,-1,-3,3,76*,-10,6,9,6,-2,7
FC(F)(F)c1ccccc1NC(=S)NC1CCN(Cc2ccccc2)CC1,1,1,-26,-7,5,2,-10,-4,1,2
COC(=O)c1cn(C(=O)c2cc(OC)c(OC)c(OC)c2)c2ccccc12,4,-7,19,-17,-12,2,7,-10,2,4
O=C(CN1CCC(O)(c2ccccc2)CC1)Nc1ccc2c(c1)OCCO2,2,-3,-16,-5,-16,0,-5,-1,0,9
COC(=O)c1ccc(CON2C(=O)c3ccccc3C2=O)cc1,0,4,14,-13,-24,0,-10,-4,x,-4
Cc1cc(NC(=O)CCC(=O)N(CC(=O)NCC2CCCO2)c2cccc(F)c2)no1 (centres undefined),2,-2,-5,3,-3,0,1,1,-3,-7
Cc1ccc(NC(=O)C2CCN(S(=O)(=O)c3ccc(N4CCCC4=O)cc3)CC2)cc1Cl,-3,1,-1,-13,-42,27*,-11,-1,-2,-4
COc1ccccc1OCc1ccc(C(=O)N/N=C/c2ccco2)cc1,0,1,3,-24,1,-1,4,-16,0,-5
O=C1NC(=Nc2ccccc2)SC1Cc1cccc(Cl)c1Cl (centres undefined),-3,6,23,5,-21,0,-2,0,-2,-2
COc1ccc(/C=N/NC(=O)c2cccc(NC(=O)c3ccccc3Cl)c2)cc1OC,-2,1,3,19,-16,0,8,2,-1,5
Cc1ccc(S(=O)(=O)NC(CC(C)C)C(=O)N2CCCCCCC2)cc1 (centres undefined),x,1,1,-17,x,x,6,5,-1,-1
COc1cccc(C2C(C#N)=C(N)N(N(C)C)C3=C2C(=O)CCC3)c1OC (centres undefined),0,2,-3,-2,-14,0,-5,-3,0,-2
O=C(OCc1nc(-c2ccccc2)oc1COC(=O)c1ccco1)c1ccco1,0,5,-6,-11,-38,4,1,-1,-4,-1
CCCCCCn1c(N2CCN(c3ccccc3)CC2)nc2c1c(=O)[nH]c(=O)n2C,0,-4,19,30,-23,2,11,-7,1,1
Cc1noc(C)c1S(=O)(=O)Nc1ccc(C(=O)NC2CCCCCC2)cc1,-3,-4,-3,11,-26,-3,-6,-7,-1,-1
C=CCn1c(SCC(=O)Nc2ccccc2C)nc(O)cc1=O,0,2,8,6,-37,-9,-1,-4,1,x
Cc1cc(C)c(C)c(OCCNCc2ccccc2)c1,2,x,-5,9,-40,3,-11,10,1,9
CC1CCN(C(=O)COC(=O)Cc2c[nH]c3ccccc23)CC1,5,2,-1,2,17,0,3,-26,1,-6

# Of the compounds above, these contain fluorine.
SMILES,HSP90 refold inh,GSK3beta inhib,HSF-1 act,aSyn 5UTR inh,KLF5 inh,IEC-6 tox,HSF1 inh,Platelet DG rel,GSK3A inh,Dyrk1A ADPGlo
CCOC(=O)N1CCC(N2Cc3cccc(C(=O)Nc4cccc(F)c4)c3C2=O)CC1,6,8,17,34,-7,1,0,-7,10,0
FC(F)(F)c1ccccc1NC(=S)NC1CCN(Cc2ccccc2)CC1,1,1,-26,-7,5,2,-10,-4,1,2
Cc1cc(NC(=O)CCC(=O)N(CC(=O)NCC2CCCO2)c2cccc(F)c2)no1 (centres undefined),2,-2,-5,3,-3,0,1,1,-3,-7

# Following part:
SMILES,HSP90 refold inh,GSK3beta inhib,HSF-1 act,aSyn 5UTR inh,KLF5 inh,IEC-6 tox,HSF1 inh,Platelet DG rel,GSK3A inh,Dyrk1A ADPGlo
CCc1cc(=O)oc2cc(C)cc(OCC(=O)N3CCC(C(=O)O)CC3)c12,-4,-1,-12,-3,-10,-5,-4,-7,14,11
Cc1ccc(CNC(=O)[C@H](Cc2ccccc2)NC(=O)C2CCNCC2)cc1,-4,2,-18,-6,-6,-1,-9,-4,-2,-3
CCOc1ccccc1NC(=O)C(CC(C)C)NC(=O)C1CCC(C)CC1 (centres undefined),3,-1,u,-23,-56,1,7,-2,0,-1
COc1ccc(C(CC(=O)Nc2nccs2)C(C)C)cc1 (centres undefined),-2,-3,41,15,-11,-7,6,0,-1,0
CCOC(=O)C1=C(CS(=O)(=O)c2ccc(F)cc2)NC(=O)NC1c1cc(OC)c(O)c(OC)c1 (centres undefined),1,0,-1,4,1,2,2,10,0,-8
N#CC1=C(N)NC(SCC(=O)c2ccc(Br)cc2)=C(C#N)C12CCCCC2,0,0,-5,17,2,2,3,7,1,5
Cn1c(SCC(=O)O)nc2sc3c(c2c1=O)CCC3,-2,3,10,-9,-19,-1,1,-5,-1,40
O=C(c1ccc(Br)o1)N(c1ccc(Br)cc1)C1C=CS(=O)(=O)C1 (centres undefined),1,-1,0,8,10,-2,-5,-7,-3,-3
O=C(c1ccc2c3c(cccc13)CC2)C1CCCN(C(=O)c2cc[n+]([O-])cc2)C1 (centres undefined),1,3,-21,25,7,-3,0,-3,-2,4
CC(=O)c1cccc(NC(=S)N2CCN(CCN3C(=O)c4cccc5cccc(c45)C3=O)CC2)c1,2,-4,6,45,-27,6,20,0,5,-6
CC(C)OCCCN(C)C1CCN(S(=O)(=O)c2ccc(-c3ccc(=O)[nH]n3)s2)CC1,-2,3,-2,22,-4,-3,-11,-2,0,0
Cc1ccc2cc(CN(C(=O)c3ccco3)c3cccc(C)c3C)c(=O)[nH]c2c1,0,2,0,2,-5,-5,8,0,x,-6
O=C(O)c1ccc(NC(=O)c2ccc(COc3ccccc3)o2)cc1,-2,-2,-7,-5,-42,-3,-4,2,1,-2
CC1CCCCN1C(=O)c1ccc(OC2CCN(S(=O)(=O)N(C)C)CC2)cc1 (centres undefined),-2,0,4,-15,-2,1,7,1,-1,-3
O=C1CCCCN1CCCC(=O)N1CCCC(Nc2ccccc2)C1 (centres undefined),3,-4,-2,-7,-10,-3,3,-3,0,1
CC(C)C[C@@H](CO)N1CCN(Cc2ccc([N+](=O)[O-])cc2)CCC1=O,1,2,11,8,-17,4,6,-3,-1,6
O=C1c2ccccc2NC(c2ccc(O)cc2)N1Cc1ccco1 (centres undefined),-1,-1,20,12,-58,9,9,1,1,22
Cc1ccc2[nH]c(=O)c3cc(C(=O)N(C)c4ccc(C)c(C)c4)sc3c2c1,-1,2,-11,28,-3,1,-5,74*,1,x
CN1CC[n+]2c(CN3C(=O)c4ccccc4C3=O)csc21,1,-2,12,26,-23,1,-2,3,-1,4
CCn1c(/C=C/N(C(C)=O)c2ccccc2)[n+](CC)c2ccc(Cl)cc21,-4,1,-1,-14,-13,2,-3,-3,-1,-1
CCCCNc1ccc2c3c(cccc13)C(=O)N(CCCC)C2=O,3,2,46,-8,-13,5,22,1,x,x
O=C(CN1CCN(c2ccc(F)cc2)CC1)OCc1ccccc1,-1,1,-19,-10,-6,-6,-1,6,x,4
CC(=O)N[C@@H](Cc1c[nH]c2ccccc12)C(=O)NCCc1ccc(S(N)(=O)=O)cc1,4,2,-19,9,-3,2,-6,4,-4,1
CCOC(=O)c1ccc(NC(=O)N2CCN(C3CCCCC3)CC2)cc1,1,2,-17,1,-19,0,-7,-3,-4,-6
CC(=O)c1oc2ccccc2c1N,-5,0,-6,-15,-20,-4,-9,-8,-2,2
CNC(=O)c1ccsc1NC(=O)CS(=O)(=O)c1ccc(Cl)cc1,5,-22,15,7,-29,0,-2,-6,9,-3
C=CCNC(=O)C1CCN(c2c([N+](=O)[O-])cc(C(F)(F)F)cc2[N+](=O)[O-])CC1,0,-1,-3,13,-13,5,-6,0,0,0
Cc1cc(C(=O)NNS(=O)(=O)c2cccc(Cl)c2)nn1C(C)(C)C,2,2,15,27,11,-2,-1,-1,1,6
Cc1ccc2c(COC(=O)c3ccc(NC(=O)CC#N)cc3)cc(=O)oc2c1C,19*,-3,56*,-69,-36,-4,19,0,6,24
CC1=C(c2ccc(C)cc2)[N+](=O)C(C)(C)N1[O-],-2,1,-2,3,-19,0,-4,0,-1,3
Cc1cc(NS(=O)(=O)c2ccc(NC(=O)CCSc3ccc(F)cc3)cc2)nc(C)n1,3,3,-11,5,-5,7,-8,-2,0,6
CCOc1ccc(Nc2nc3c(C)cccc3cc2C#N)cc1,2,0,9,-1,-45,4,-3,-13,-2,16
Cc1ccc(C(=O)c2cc([N+](=O)[O-])ccc2N2CCCCC2)cc1C,-6,26,-12,56,3,58*,-6,4,2,-3
COc1ccccc1N1CCN(c2cc(C)nc3nc(C)nn23)CC1,-3,1,33,9,5,-5,11,-1,-2,-13
c1ccc(-c2ccccc2OCCCN2CCCCC2)cc1,-1,1,29,20,-24,-8,3,-5,-1,12
O=C(Nc1cc(Sc2nc3ccccc3s2)cc([N+](=O)[O-])c1)c1cccc(F)c1F,3,-6,-50,24,-9,7,-31,-1,-3,-5
COc1cccc(C(=O)Nc2cc3c(cc2C(C)=O)OCCO3)c1,4,-1,16,-72,1,13,1,-7,-1,x
Cc1nn(C)c2ncc(C(=O)c3ccccc3O)cc12,3,x,2,19,-3,0,6,-4,0,3
CNC(=O)C(=O)NCC1OCCCN1S(=O)(=O)c1ccc2c(c1)OCCO2 (centres undefined),2,1,-14,0,3,9,-10,-9,1,10
COc1ccc(CCNC(=O)CC2SC(=NCCC(C)C)NC2=O)cc1OC (centres undefined),-3,2,-9,-12,5,0,0,-6,1,4
Cc1cccc(NC(=O)CSc2nc3c(c(=O)[nH]2)CCCC3)c1C,1,-3,21,2,-15,5,6,-5,-4,7
COc1ccc(Nc2nc(=O)[nH]nc2C)cc1,1,2,-7,6,-9,-3,0,-1,2,9
CC1CC(NC(=O)/C(C#N)=C/c2ccc[nH]2)CC(C)(C)C1 (centres undefined),2,-4,-18,-10,-12,4,-9,-8,-3,-8
O=C(NCc1ccco1)C(Cc1ccccc1)N1C(=O)C2C3C=CC(C3)C2C1=O (centres undefined),1,-1,x,x,2,6,x,x,0,3
COCCn1c(SCC(=O)NC2CCCCC2)nnc1-c1ccncc1,2,2,-2,-6,-28,3,-3,1,-2,0

# An excerpt; count on the stated rates, not on these rows.
